# EP2 antag: inhibitors of human EP2 prostaglandin E2 receptor | C6 glioma cells expressing human EP2, cAMP TR-FRET; cells stimulated with saturating PGE2 | inhibition, % at 25 µM | actives 0.52% (n = 260,000) | AID 1422 | P43116;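 active means percent inhibition above 40 after rounding to a whole number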;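 further: rat C6 glioma host cells with rolipram phosphodiesterase inhibitor present; the protocol text gives 20 µM as final concentration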
# eIF4E-4G inh: eIF4E/eIF4G interaction inhibition in translation initiation; P63073+Q04637; inhibition, % at 21.7 µM; actives 0.37% (n = 220,000); TR-FRET eIF4E-eIF4GI(517-606) binding, 2 h;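 active means inhibition above about 30%, limit read from the data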;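 further: 0% = full FRET control wells and 100% = background wells lacking eIF4GI fragment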
# EP2 mod: modulates human prostaglandin E2 receptor EP2 signaling; P43116; EP2-expressing cells, cAMP HTRF FRET, PGE2 co-stimulation; induction, % at 25 µM; actives 0.83% (n = 260,000);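 active means compounds whose cAMP rise, as percent of the full-agonist control response, exceeds 60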;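 further: rat C6 glioma line stably carrying human EP2 under a CMV promoter; the protocol text gives 20 µM as final concentration; 100% = response of wells given 1 µM PGE2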
# * marks the source's active call; other numbers are inactive results; / = not tested or not shown; & = joins results of further samples. This is a subset (hit frequency here may not be typical).
SMILES,EP2 antag,eIF4E-4G inh,EP2 mod
Cc1cc(SCC(=O)Nc2ccc(S(N)(=O)=O)cc2)nc(-c2ccccc2)n1,10,/,-26
CC(C)c1ncc(CN2CCC(O)(c3ccccc3F)CC2)cn1,10,/,-35
C=CCn1c(N2CCC(C(=O)NCc3ccc4c(c3)OCO4)CC2)nc2ccccc21,7,/,-90
Cc1ccc(/C=c2\sc3n(c2=O)CN(c2ccc(F)cc2)CN=3)o1,7,/,-36
O=C(CSc1nnnn1-c1ccc2c(c1)OCO2)Nc1ccc2c(c1)OCO2,12,/,-49
COc1ccc(CC[N@+]2(C)COc3cc4oc(=O)cc(C)c4cc3C2)cc1OC,51*,/,16
CCN(CC)c1nc2c(c(=O)[nH]c(=O)n2C)n1CCOc1ccccc1,9,/,-12
CCCc1nnc(NC(=O)C(C)Oc2ccccc2)s1 (centres undefined),7,/,-3
CC[C@@H](Cn1nnc2ccccc2c1=O)NC(=O)C1(c2ccccc2)CCCC1,12,/,-4
Cc1cc2cccc(NS(=O)(=O)c3ccc4c(c3)CCC(=O)N4)c2o1,10,/,-75
CC(=O)c1ccc(S(=O)(=O)N2CCCCC2C)cc1 (centres undefined),28,/,3
CCn1c(COc2cccc3ccccc23)nnc1SCC#N,9,/,-52
CC(CCc1ccc(O)cc1)NCCc1ccc(O)c(O)c1 (centres undefined),17&11,/,36
CCc1[nH]nc2c1C(c1cccc(F)c1)C(C#N)=C(N)O2 (centres undefined),9,/,-27
CC(C)C(=O)Nc1ccc(-c2nc3ccc(NC(=O)C(C)C)cc3[nH]2)cc1,10,/,-78
C=CCn1c(COc2ccccc2OC)n[nH]c1=S,11,/,16
O=c1[nH]c(/C=C\c2ccc(-c3ccc(Cl)cc3)o2)nc(O)c1[N+](=O)[O-],9,/,10
O=C(CCN1Cc2ccccc2C1=O)NC1(c2cccc(F)c2)CCCC1,6,/,-31
Cc1ccc(C)c(/C(O)=C2/C(=O)C(=O)N(CCN(C)C)C2c2cccnc2)c1 (centres undefined),10,/,30
Cc1nc2cc(F)ccc2n1C1CCN(C(=O)c2cccc(F)c2)CC1,4,/,-10
O=C1C(=O)N(CCOCCO)C(c2ccccn2)/C1=C(/O)c1ccc(F)cc1 (centres undefined),9,/,28
C=Cn1ncc(CN(Cc2ccc(OC)cc2OC)CC2CCCO2)c1C (centres undefined),0,/,6
CCOC(=O)c1sc(NC(=O)C(CC)c2ccccc2)nc1C (centres undefined),11,/,-30
COc1cc2[nH]c(=O)c(C(=O)Nc3ccccc3)c(O)c2cc1OC,13,/,-18
COCCN(C(=O)c1c(Cl)cnn1C)c1nc2c(s1)CCc1c-2cnn1C,8,/,-17

# As a short view, part of the list above.
SMILES,EP2 antag,eIF4E-4G inh,EP2 mod
O=C1C(=O)N(CCOCCO)C(c2ccccn2)/C1=C(/O)c1ccc(F)cc1 (centres undefined),9,/,28
C=Cn1ncc(CN(Cc2ccc(OC)cc2OC)CC2CCCO2)c1C (centres undefined),0,/,6
CCOC(=O)c1sc(NC(=O)C(CC)c2ccccc2)nc1C (centres undefined),11,/,-30
COc1cc2[nH]c(=O)c(C(=O)Nc3ccccc3)c(O)c2cc1OC,13,/,-18
COCCN(C(=O)c1c(Cl)cnn1C)c1nc2c(s1)CCc1c-2cnn1C,8,/,-17

# Other compounds.
SMILES,EP2 antag,eIF4E-4G inh,EP2 mod
Cc1ccc2c(c1)C(c1cc3ccccc3oc1=O)=NC(C)(C)C2,5,/,23
COc1ccc(-n2ncc3c(=O)n(CC(=O)NCCc4ccc(OC)c(OC)c4)cnc32)cc1,14,/,1
Cc1ccc(S(=O)(=O)NC(Cc2c[nH]c3ccccc23)C(=O)O)cc1C (centres undefined),9,/,15
CCN1CCCC1CN(Cc1ccc(OC)c(OC)c1)Cc1ccccn1 (centres undefined),9,/,7
C=C1C2CC[C@@]3(C)[C@H](c4ccoc4)OC(=O)C[C@]13O[C@H]1C[C@H](OC(C)=O)C(C)(C)[C@H](CC(=O)OC)[C@@]21C,11,/,21
COc1ccc(-c2cc(C(F)(F)F)nc(SCC(=O)Nc3cccc(O)c3)n2)cc1OC,9,/,-49
COC(=O)CSc1nc2cc(OC)c(OC)cc2cc1C#N,21,/,-61
COc1c(Cl)cc(Cl)cc1C1C(C#N)=C(N)OC2=C1C(=O)CC(C)(C)C2 (centres undefined),9,/,25
O=C(NC1CCCC1)C(c1ccc(F)cc1)N(Cc1ccco1)C(=O)c1csnn1 (centres undefined),9,/,-49
CC(C)(C)NC(=O)Cn1nnc(-c2ccc(N)cc2)n1,8,/,-36
COCCSc1nnc(NC(=O)c2ccc(Br)cc2)s1,10,/,-15
COC(=O)C[C@H]1C(C)(C)C(OC(C)=O)[C@]2(O)C=C3C(CC[C@]4(C)C3CC(=O)O[C@H]4c3ccoc3)C1(C)C2=O (some centres undefined),10,/,4
c1cnc2ccc(C(c3nnnn3C3CCCCC3)N3CCOCC3)cc2c1 (centres undefined),8,/,-29
COc1ccc2nc(SCC(=O)Nc3nnc(C)s3)c(C#N)cc2c1,14,/,-77
O=C(NNc1ccc(Br)cn1)C(=O)NNc1ccc(Br)cn1,4,/,-13
CC(=O)Nc1cc2c(cc1NC(=O)c1ncoc1-c1cccc(F)c1)OCCO2,3,/,-37
COC(=O)c1cccc(NC(=O)CSc2nnc(COc3cccc4ccccc34)n2C)c1,15,/,-48
CCOC(=O)c1cnc2ccc(F)cc2c1Nc1ccc(NC(C)=O)cc1,9,/,2
O=C(Cn1c2ccccc2n2c(SCC(=O)N3CCCC3)nnc12)NC1CCCCC1,11,/,-11
CCCC(c1nnnn1C1CCCC1)N1CCN(C2CCCC2)CC1 (centres undefined),10,/,-14
CCOCc1nnc(NC(=O)c2cccc(-n3nc(C)c(Cl)c3C)c2)s1,7,/,-17
CC(=NC1CCCCC1)c1ccccc1O,14,/,42
CC(=O)c1sc(NS(=O)(=O)c2ccccc2)nc1C,14,/,39
Cc1ccc(-n2c(SCC(=O)N3CCCC(C)C3)nnc2-c2ccco2)cc1 (centres undefined),93*,/,16
Cc1nonc1CC(=O)NC1(c2ccc(F)cc2)CCCC1,5,/,0
SMILES,EP2 antag,eIF4E-4G inh,EP2 mod
CCc1[nH]n2c(=O)cc(C)nc2c1-c1ccccc1,4,/,-34
Cc1ccc(-c2nn3c(C)nnc3s2)cc1NC(=O)C(C)(C)C,23,/,20
CCOc1ccccc1N1C(=O)NC(=O)/C(=C/c2cc(OC)c(OC)cc2OC)C1=O,7,/,-17
CCn1c(C)cc2cc(NC(=O)CC(C)n3nc(C)c(C)c3C)ccc21 (centres undefined),5,/,-29
CC(C)NC(=O)C1CCCN1C(=O)Nc1ccc(Br)cc1 (centres undefined),7,/,-14
Clc1ccc2c(NCCNc3ccnc4cc(Cl)ccc34)ccnc2c1,12,/,-15
CC(C)c1ccc(C(=O)Nc2ccc3oc(=O)ccc3c2)cc1,10,/,-55
O=C(CN(C(=O)CCn1ncc2ccccc21)c1cccc(F)c1)NC1CCCC1,5,/,4
CCCC(c1nnnn1C(C)(C)CC)N(Cc1cc2cc(C)cc(C)c2[nH]c1=O)CC1CCCO1 (centres undefined),6,/,52
CCc1nnc(NC(=O)CS(=O)(=O)Cc2ccccc2)s1,4,/,17
Fc1ccc(C2CCN(Cc3cccnc3)CC2)cc1,6,/,-14
CC(NC(=O)c1ccccc1)c1cccs1 (centres undefined),9,/,13
Cc1sc(NC(=O)CN(C(=O)c2cccs2)C2CCCCC2)c(C(N)=O)c1C,7,/,-9
O=C(O)c1ccc(CN2CCCC2)cc1,6,/,4
CC(=O)NC1CC2CCCC(C1)N2Cc1cccs1 (centres undefined),12,/,-29
CCOc1ccc(-c2nnn(CC(=O)Nc3cc(C)ccc3OC)n2)cc1OCC,12,/,21
Cc1nc2cc(N3CCOCC3)c(NC(=O)Cc3cccs3)cc2c(=O)n1Cc1ccccc1,11,/,-71
C[C@H](CCC(=O)O)[C@H]1CCC2C3C(=O)CC4CC(=O)CC[C@]4(C)C3CC(=O)[C@@]21C (some centres undefined),11,/,14
COc1ccc(-n2ncc3c(=O)n(CC(=O)c4ccccc4)cnc32)cc1,13,/,16
COc1ccc(CNC(=O)CSc2nc3cc(C)ccc3cc2C#N)cc1,19,/,43
O=C(C1CC1)N1CCC(n2cnc3cc(F)ccc32)CC1,10,/,-27
CN(c1ccc(O)cc1)c1nc(-c2ccccn2)cs1,14,/,-99
CCOc1ccc(C2=Nc3ccccc3C(c3ccncc3)=NN2)cc1,10,/,-12
COc1ccc(OC)c(NC(=O)CSc2nnc(-c3ccccc3Br)o2)c1,10,/,-39
COC(=O)CSc1nnc(CNc2ccc(C)cc2)n1C,5,/,-8

# Profiles, looked up by structure. Values in the order: EP2 antag, eIF4E-4G inh, EP2 mod
# Shown for CCc1nnc(NC(=O)CS(=O)(=O)Cc2ccccc2)s1 → 4, /, 17
# Shown for CCOc1ccc(C2=Nc3ccccc3C(c3ccncc3)=NN2)cc1 → 10, /, -12
# Shown for CCCC(c1nnnn1C(C)(C)CC)N(Cc1cc2cc(C)cc(C)c2[nH]c1=O)CC1CCCO1 (centres undefined) → 6, /, 52
# Shown for CCc1[nH]n2c(=O)cc(C)nc2c1-c1ccccc1 → 4, /, -34
# Shown for CC(=O)NC1CC2CCCC(C1)N2Cc1cccs1 (centres undefined) → 12, /, -29

# The list goes on.
SMILES,EP2 antag,eIF4E-4G inh,EP2 mod
c1cncc(CN(CCN2CCOCC2)Cc2ccc(OC3CCCC3)cc2)c1,6,/,-52
C#CCCCCCCCCCCCC(O)CC(O)COC(C)=O (centres undefined),11,/,-17
COc1ccccc1OCCn1cc(C2C(C#N)=C(N)Oc3n[nH]c(C)c32)c2ccccc21 (centres undefined),9,/,-42
CCN1C(=O)c2cccc3c(S(=O)(=O)NCCC(=O)O)ccc1c23,7,/,6
COc1ccc(Cl)cc1NC(=O)CSc1n[nH]c(-c2cccc(C)c2)n1,12,/,-41
O=C(CSc1nc(-c2ccc(F)cc2)cc(C(F)(F)F)n1)Nc1cccnc1,7,/,-37
Cc1ccc2c(c1)C(O)CC1(CCN(CC(O)c3ccc4ccccc4c3)CC1)O2 (centres undefined),6,/,-82
C=C(C)Cn1c(SCC)nc2c1c(=O)[nH]c(=O)n2C,7,/,-33
COCCSc1nnc(NC(=O)c2ccc(Cl)c(Cl)c2)s1,12,/,-13
C[C@@H](CNC(N)=O)NC(N)=O,9,/,7
OC(CN1CCC(O)(c2ccc3c(c2)OCO3)CC1)c1ccc2c(c1)CCC2 (centres undefined),6,/,-67
CN(C)CC[C@@H](C(=O)C(C)(C)C)c1ccccn1,16,/,32
O=C(O)c1cnc2nc[nH]n2c1=O,9,/,-34
CC(C)c1nc2sc3c(c2c2nnc(SCc4ccccn4)n12)CCCC3,10,/,-2
CC(NC(=O)C(C)(C)C)c1nc(-c2ccncc2)n[nH]1 (centres undefined),6,/,12
CC(Oc1ccc(Cl)cc1Cl)C(=O)Nc1nncs1 (centres undefined),14,/,-26
Nc1nc(N)c2nccnc2n1,8,/,-17
COc1ccc(/C(O)=C2/C(=O)C(=O)N(CCCN3CCOCC3)C2c2ccncc2)c(C)c1 (centres undefined),10,/,-27
O=C(CSc1nc(C2CC2)nc2ccccc12)c1ccccc1,18,/,56
CC(NC(=O)CCC1CCCC1)c1nc(-c2ccncc2)n[nH]1 (centres undefined),9,/,-11
O=C(c1cc(-c2ccc(Cl)cc2Cl)on1)N1CCCC1,12,/,-44
O=C(CSc1ncccn1)Nc1ncc(Cc2ccc(Cl)cc2)s1,4,/,-34
CC(C)(C)NC(=O)C1CCN(C(=O)c2ccc(Cl)cc2)CC1,15,/,-17
O=C(CCCCl)Nc1ncc(Cc2ccccc2Cl)s1,8,/,-38
O=C(COc1cc(Cl)ccc1Cl)NC(Cc1c[nH]c2ccccc12)C(=O)O (centres undefined),11,/,-1
SMILES,EP2 antag,eIF4E-4G inh,EP2 mod
Cc1ccc2oc(=O)n(CC(=O)NCCCN3CC(C)CC(C)C3)c2c1 (centres undefined),12,/,-44
COc1cc(/C=C\c2nc(O)c([N+](=O)[O-])c(=O)[nH]2)ccc1O,8,/,1
COc1ccc(NC(=O)C2CCCN(S(=O)(=O)c3ccc(C)cc3)C2)cc1 (centres undefined),5,/,-46
O=C(CN1CCC(c2ccccc2F)CC1)NC1CCCC1,5,/,-62
Cc1sc2nc(C)n3c(=O)n(CC(=O)N(C(C)C)C(C)C)nc3c2c1C,6,/,-22
Cc1cc(CNC(=O)c2ccc(-n3cnnc3)cc2Cl)c2[nH]c(C)c(C)c2c1,7,/,-54
CC(C)OC(=O)Cn1ncc2cccn2c1=O,-1,/,-20
CCCOC(=O)C1=C(C)Nc2ccc(C)cc2S1,2,/,-6
CN(C)c1ccc(-c2ccc([C@H]3[C@@H]4C=CCC[C@@]4(C)C(=O)N3Cc3ccccc3)c(F)c2)cc1,8,0,9
COc1cc(CCCN2C(=O)C(=O)NC[C@@H]2c2ccccc2)cc(OC)c1OC,13,0,-19
C=CCOc1cccc(C2c3c(oc4ccc(F)cc4c3=O)C(=O)N2CCCN2CCOCC2)c1 (centres undefined),7,-14,14
CCCNC(=O)c1c(CSc2ccccc2)noc1C(=O)NCc1ccccc1,9,6,33
COc1cc(C(CC(=O)N2CCN(c3ccccc3)CC2)c2c(OC)cc(OC)c3ccc(=O)oc23)cc(OC)c1OC (centres undefined),1,-5,3
O=C(OCc1cn(Cc2ccccc2)nn1)c1ccccc1,17,7,-2
Cc1ccc(C(=O)N[C@@H](C)CN2C3=NC[C@H](C)N3C[C@H]2Cc2ccc(O)cc2)cc1Br,-1,-8,14
Cc1nc(NC(=O)c2ccccc2)sc1C1(C)CC(c2c(Cl)cccc2Cl)=NO1 (centres undefined),15,-4,-18
CCC(=O)c1ccc(OCC(O)CN2C(=O)NC(C)(C)C2=O)cc1 (centres undefined),25,-1,20
O=C(CC(Nc1ccccc1)C(=O)O)c1ccccc1 (centres undefined),8,3,-7

# Compound activity (PubChem BioAssay)
